T cell HTS: T cell immune modulation candidate; 0.068% of 330,000 active; 2C CD8+ T cell-vesicle binding, flow cytometry; hits give low values; AID 2052; calls only at 7 µM;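 active = response, share of CD8 T cells binding vesicles, and their 90th percentile fluorescence all below set limits, cut at about 80% in these data, passing the limit was not always enough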
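Also added: QL9-peptide-loaded Drosophila micro-vesicles bearing Ld, ICAM-1 and B7-1; Test system: purified 2C TCR transgenic mouse naive CD8+ T cells; Measured by: cytometric PE anti-B7-1 and Alexa647 anti-CD8 signals after 1% paraformaldehyde fixation; Timing: binding step 1.5 h, 37 °C, antibody labelling 20 min, ice.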
TNAP activation fold: stimulation of alkaline phosphatase TNAP activity – biochemical, luminescent, no phosphate acceptor, uHTS, primary screen (AID 1001); purified TNAP, luminescent activation assay, no phosphate acceptor; higher activation fold means a stronger effect; activation fold at 20 µM; hits with a dose series show EC50 in µM; 0.03% of 200,000 active; in the data active = activation fold from about 3, or a potency from the dose series; inactive = the rest, 99 in 100 with activation fold below about 1.6; note: many of its hits are not listed in these tables
Dynein cargo inh: blocks dynein driven cargo transport along microtubules | 3617.4 mouse cells, GR-EGFP nuclear translocation imaging; test concentration mostly 20 µM; stimulated with dexamethasone, 1 µM; hits give low values | z-score, hits read low | 0.47% of 220,000 active;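 active = plate z-score of nuclear minus cytoplasmic receptor signal below a set negative limit, without overly bright fluorescence or cell loss, cut at about -3.5 in these data, passing the limit was not always enough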;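 note: z-score of nuclear minus cytoplasmic ring GR-EGFP intensity difference per well; some compounds called inactive have numbers as strong as hits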
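Buffer or medium: tet-free, stripped-serum medium; reagent: dexamethasone at 1.0 µM final, 30 min; incubation: 48 h induction, 1 h compound, 30 min dex at 37 °C; measured by: formaldehyde fixation, Hoechst nuclear stain, 10x automated fluorescence imaging; read-out: nuclear-to-cytoplasmic GR-EGFP distribution per well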
bCat nuc transl: alters nuclear translocation of beta-catenin in HeLa cells; nuclear translocation activity, % at 5 µM; immunofluorescence imaging; 0.3% of 190,000 active; AID 1665;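 active = nuclear translocation activity above 50% at 5 µM, with a well cell count of 50 or more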;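 note: per-cell ratio of nuclear to cytoplasmic median beta-catenin stain intensity; plate controls were DMSO negative control for no effect and GSK-3 inhibitor IX positive control for full effect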
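Test system: human HeLa cells, native beta-catenin. Compound dosing: 5 µM primary single dose, 0.1% DMSO, 0.02–20 µM confirmation series. Incubation: compound exposure 24 h at 37°C. Detection: beta-catenin immunostaining with DAPI counterstain, 20x imaging, 6 fields/well. Read-out basis: Nuclear/cytoplasmic beta-catenin signal ratio, % activation.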
Hep lipid drop: modulators of hepatic lipid droplet formation. AML12 mouse hepatocytes, oleate lipid droplets, BODIPY imaging. inhibition, % at 6.5 µM. 0.4% of 240,000 active. AID 1656;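 active = lipid droplet intensity inhibited by at least 50%, with more than 500 cells counted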
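Assay system: AML12 hepatocytes (mouse); Probe or stimulus: oleic acid at 100 µM to induce lipid droplet formation; Dosing: compound at 6.5 µM only; Schedule: compound with oleate, overnight; Detection: fluorescence imaging, 20x objective, two fields per well; Measure: % inhibition of lipid droplet signal.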
MT stabilizer: microtubule stabilizers in HeLa cells. HeLa tubulin immunostaining HCS, 24 h; share of cells brighter than vehicle mean+2SD. % tubulin-high responders, % at 10 µM. AID 2205. 0.83% of 200,000 active;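 active = plate Z-score above 3 for both tubulin-high and condensed-nucleus cell shares, with cell loss under 80%, at 10 µM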;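 note: anti alpha tubulin signal scored within the nucleus-defined area of each cell; some results filed as inactive read as strong as hits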
Myeloid diff 2: promotes myeloid progenitor differentiation | ER-HoxA9 myeloid progenitors, lysozyme-GFP differentiation, flow cytometry | calls only at 10 µM | 1% of 360,000 active | AID 624256;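 active = normalized GFP-positive differentiation at or above the plate's own cutoff, the solvent-only control mean plus 3 SD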;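 note: cells exposed to compound for four days before flow analysis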
PMI inhibitors: MPI enzyme activity inhibition – biochemical, fluorescence intensity, coupled assay, primary screen (AID 1209). purified PMI enzyme, coupled fluorescence intensity; higher % means a stronger effect. 0.42% of 190,000 active. one-dose inhibition, % at 20 µM; IC50 in µM for titrated hits; in the data active = inhibition above about 50%;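 note: plate controls were DMSO vehicle for no effect and wells lacking substrate for full effect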
Ins promoter up: MIN6 insulin promoter up-regulation | z-score at 5 µM | 0.3% of 190,000 active | MIN6 insulin promoter-GFP reporter, high-content imaging; hits give high values;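 active = z-score above 3 at 5 µM with at least 500 cells counted in the well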
Dynein cargo inh cytoplasmic EGFP: second read-out of Dynein cargo inh, no call of its own (marks repeat the call); z-score; measured here: cytoplasmic GR-EGFP intensity; hits give high values
Dynein cargo inh nuclear GR-EGFP: recorded beside Dynein cargo inh, whose call it bears; z-score; measured here: nuclear GR-EGFP intensity;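 lower value marks the stronger effect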
Dynein cargo inh cell count: also measured in Dynein cargo inh; calls as there; z-score; measured here: cell count per field
Ins promoter up cell count: further read-out of Ins promoter up, marked with its call; cell count; measured here: cytotoxicity, nuclei count;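 total cells summed across four imaged fields per well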
Hep lipid drop cells 6.5 µM: also measured in Hep lipid drop; calls as there; cell count; measured here: cell count, cytotoxicity flag;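 cells counted across two imaged fields per well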
bCat nuc transl cell count 5 µM: second read-out of bCat nuc transl, no call of its own (marks repeat the call); cell count; measured here: cell count, cytotoxicity flag
T cell HTS vesicle-bound %: recorded beside T cell HTS, whose call it bears; double positive events, %; measured here: CD8+ vesicle-bound cell fraction;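 binding gate set so that unloaded-vesicle control wells show 10% double positive cells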
MT stabilizer Hoechst-high %: also measured in MT stabilizer; calls as there; % Hoechst-high responders; measured here: nuclear condensation Hoechst responders;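 share of cells brighter than vehicle mean plus two SD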
MT stabilizer cytotoxicity %: also measured in MT stabilizer; calls as there; toxicity, %; measured here: cytotoxicity by cell density;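 0% = mean cell density of plate MIN control wells and 100% = no cells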
Myeloid diff 2 GFP+ MAC1+ %: recorded beside Myeloid diff 2, whose call it bears; GFP+ MAC1+ double positive, %; measured here: differentiation confirmed by MAC1 staining
Active calls of the source: *; i = inactive; x = not tested or not shown. Rows were taken by chance. About 3% of those tested had a hit in this group.

SMILES	T cell HTS	T cell HTS vesicle-bound %	TNAP activation fold	Dynein cargo inh	Dynein cargo inh cytoplasmic EGFP	Dynein cargo inh nuclear GR-EGFP	Dynein cargo inh cell count	bCat nuc transl	bCat nuc transl cell count 5 µM	Hep lipid drop	Hep lipid drop cells 6.5 µM	MT stabilizer	MT stabilizer Hoechst-high %	MT stabilizer cytotoxicity %	Myeloid diff 2	Myeloid diff 2 GFP+ MAC1+ %	PMI inhibitors	Ins promoter up	Ins promoter up cell count
COc1cc(NC(=O)COC(=O)CNC(=O)c2ccc(Cl)cc2)c(C)cc1[N+](=O)[O-]	i	36	1	-0.74	-0.3	-0.68	0.81	1.7	855	-12	619	6.9	2.8	6.4	i	0.8	-5%	0.24	1341
O=C(Nc1ccc(Cl)cc1)N1CCC(c2ccccc2)C1 (stereo not drawn)	i	23	1.1	0.077	-0.3	0.16	-0.05	-0.9	1161	6	666	4.4	1.7	4.0	i	0.8	-8%	-0.26	1219
Cc1nn(C)c(C)c1/C=N/O	i	30	1.1	-0.28	1.9	0.12	0.41	x	x	5	730	1.4	1.5	11	i	0.6	2%	x	x
CCN(CCNC(=O)CCCn1nc(C)n2c(cc3sccc32)c1=O)c1ccccc1	i	27	0.9	-0.54	-0.23	-0.17	0.3	x	x	x	x	4.0	3.8	6.9	i	7.5	1%	-0.18	946
COc1ccc2nc3c(cc2c1)c(NC(=O)c1cccs1)nn3CC(C)C	i	42	1.1	-0.8	-0.33	-0.24	0.34	x	x	-46	855	13	7.9	26	i	1.1	16%	-0.96	1250
COc1cc(C)ccc1OCCCCOc1ccccc1C(C)=O	i	28	1.2	-0.14	-0.21	-0.09	0.52	4.1	502	-15	647	1.7	2.2	0.3	i	1.0	5%	-0.14	971
CN(c1ccc(C(=O)NC2CC2)cc1)S(=O)(=O)c1ccccc1	i	18	1	-0.65	-0.04	-0.33	1	2.1	1104	0	785	4.0	2.3	8.0	i	3.8	-3%	0.09	1216
CCC(=O)Nc1sc2c(c1C#N)CCCCC2	i	51	1	-0.9	0.13	-0.22	0.52	1.7	1139	0	800	1.2	1.3	6.3	i	0.6	10%	0.81	1188
c1ccc(-n2ncc3c2ncn2nc(-c4ccco4)nc32)cc1	i	34	1.1	-1	-0.12	-0.4	0.62	0.9	1150	x	x	1.0	2.0	4.8	i	5.5	-9%	0.13	1166
COc1ccc(/C=C/C(=O)c2cc3cccc(OC)c3oc2=O)cc1	i	5	0.9	0.22	-0.24	0.14	0.39	1.4	1035	-8	704	2.0	1.9	7.7	i	0.5	1%	0.08	1064
CCN(CC)S(=O)(=O)c1cc(C(=O)OCC(=O)Nc2ccc(-c3nc4ccc(C)cc4s3)cc2)ccc1F	i	34	1	0.011	-0.11	0.98	-1.3	-4.1	619	2	726	4.6	2.5	1.7	i	0.7	-11%	-0.22	1256
CCOC(=O)CNC(=O)CSc1nc(N(C)C)nc(N2CCOCC2)n1	i	29	1.1	0.042	-0.21	0.013	-0.42	-1.3	1053	9	693	3.9	2.2	5.5	i	0.8	10%	x	x
CC(=O)c1cccc(NC(=O)NC(C)c2ccncc2)c1 (stereo not drawn)	i	49	1.6	-0.99	-0.26	-0.66	0.9	-1.3	1129	x	x	3.5	2.2	4.2	i	2.0	-3%	0.11	1280
CC(C)c1ccc(NC(=S)NN2C(C)CCCC2C)cc1 (stereo not drawn)	i	54	1	-0.73	-0.22	-0.76	0.85	-2.2	1092	2	726	2.0	3.0	11	i	0.3	-2%	-0.67	1243
O=C(Cn1nnc2ccccc2c1=O)Nc1cc(C(F)(F)F)ccc1N1CCOCC1	i	1	1.1	-1.3	-0.13	-0.46	0.59	-0.7	1103	x	x	2.2	1.5	9.2	i	1.5	10%	-0.42	1507
CN1C(=O)C(N=Nc2ccccc2C(=O)O)N(C)C1=S (stereo not drawn)	i	50	0.8	0.036	-0.35	-0.074	-0.42	0.9	1535	2	657	7.2	2.2	12	i	0.5	-3%	-0.17	1510
Cn1c(=O)[nH]c(=O)c2c1nc1n2CCCN1Cc1ccccc1	i	25	x	-0.063	-0.16	0.41	-0.13	1.0	1332	-36	689	x	x	x	i	0.4	x	-0.24	1062
CCN1CCC(NC(=O)Nc2ccc(F)cc2)CC1	i	60	1.1	1.2	-0.24	1	-1.1	-2.8	1058	4	697	5.1	1.7	3.6	i	0.2	6%	0.11	1458
O=C(Cc1cccc2ccccc12)Nc1ccccc1C(=O)O	i	24	1	-0.11	0.32	0.094	-1.6	x	x	-2	803	0.9	1.6	3.2	i	1.1	0%	0	840
COc1cc(NC(=O)COc2ccc(Cl)cc2)ccc1-c1cc2ccccc2oc1=O	i	44	1.1	-0.6	-0.16	-0.18	0.071	-1.1	1109	27	693	24*	22*	51*	i	1.7	9%	0.06	1367
CC1(C)CC(=O)C(C=NC2CC(C)(C)NC(C)(C)C2)=C(O)C1	i	6	1.1	-0.76	-0.21	-0.31	0.98	x	x	x	x	0.8	1.2	16	i	6.5	10%	1.2	718
COc1ccc(-c2noc(CCC(=O)NCCCN3CCN(c4ccccc4F)CC3)n2)cc1	i	40	1	-0.4	-0.31	-0.22	0.25	0.7	1090	-33	719	3.8	1.8	11	i	0.2	-1%	-0.64	1088
CCOC(=O)c1ccc(NC(=S)NN2CCOCC2)cc1	i	6	1.1	-0.47	-0.22	-0.096	0.38	0.9	473	-1	717	2.1	2.3	6.0	i	0.4	8%	-0.02	1241
O=C(COC(=O)CN1C(=O)C2CCCCC2C1=O)NC1CCS(=O)(=O)C1 (stereo not drawn)	i	3	1.1	0.14	-0.26	0.2	0.49	0.1	1122	-5	700	7.6	1.3	3.9	i	0.4	9%	-0.25	1330
Cc1ccc(N(CC(=O)NCc2ccco2)C(=O)CCC(=O)Nc2nccs2)cc1	i	20	x	-0.16	-0.26	0.45	-0.34	-1.2	1377	2	711	x	x	x	i	1.3	x	-0.22	1018

Gathered by group, those above with a COOH group (2)
SMILES	T cell HTS	T cell HTS vesicle-bound %	TNAP activation fold	Dynein cargo inh	Dynein cargo inh cytoplasmic EGFP	Dynein cargo inh nuclear GR-EGFP	Dynein cargo inh cell count	bCat nuc transl	bCat nuc transl cell count 5 µM	Hep lipid drop	Hep lipid drop cells 6.5 µM	MT stabilizer	MT stabilizer Hoechst-high %	MT stabilizer cytotoxicity %	Myeloid diff 2	Myeloid diff 2 GFP+ MAC1+ %	PMI inhibitors	Ins promoter up	Ins promoter up cell count
CN1C(=O)C(N=Nc2ccccc2C(=O)O)N(C)C1=S (stereo not drawn)	i	50	0.8	0.036	-0.35	-0.074	-0.42	0.9	1535	2	657	7.2	2.2	12	i	0.5	-3%	-0.17	1510
O=C(Cc1cccc2ccccc12)Nc1ccccc1C(=O)O	i	24	1	-0.11	0.32	0.094	-1.6	x	x	-2	803	0.9	1.6	3.2	i	1.1	0%	0	840

(next part)
SMILES	T cell HTS	T cell HTS vesicle-bound %	TNAP activation fold	Dynein cargo inh	Dynein cargo inh cytoplasmic EGFP	Dynein cargo inh nuclear GR-EGFP	Dynein cargo inh cell count	bCat nuc transl	bCat nuc transl cell count 5 µM	Hep lipid drop	Hep lipid drop cells 6.5 µM	MT stabilizer	MT stabilizer Hoechst-high %	MT stabilizer cytotoxicity %	Myeloid diff 2	Myeloid diff 2 GFP+ MAC1+ %	PMI inhibitors	Ins promoter up	Ins promoter up cell count
CCCCNCCOCCOc1ccc(F)cc1	i	21	1.1	0.73	-0.19	0.75	-1.3	-3.6	938	x	x	5.4	1.9	11	i	0.4	4%	-0.05	1340
COc1ccc(CC(=O)Nc2ccc(S(=O)(=O)Nc3cc(C)on3)cc2)cc1	i	9	1.1	-0.2	-0.21	-0.29	0.57	x	x	6	805	1.6	1.1	7.2	i	1.1	10%	x	x
CC(C(=O)Nc1cc([N+](=O)[O-])ccc1Cl)N1CCN(c2ccc(O)cc2)CC1 (stereo not drawn)	i	44	1.1	0.14	-0.32	-0.29	0.61	4.2	1017	16	468	2.3	3.3	11	i	1.0	22%	-1.4	1318
COc1cc(C(=O)O)ccc1OC(C)=O	i	28	1	-0.71	-0.23	-0.2	1.1	-3.7	806	x	x	1.7	1.4	5.1	i	1.3	7%	1.4	1439
Brc1ccc(-c2noc(COc3ccc4ccccc4c3)n2)o1	i	36	1.1	1.5	-0.33	1.2	0.42	x	x	x	x	8.7	3.4	4.6	i	2.1	8%	-0.24	983
Cc1cc(N2CC(C(=O)O)CC2=O)ccc1Br (stereo not drawn)	i	7	1.1	1.8	-0.028	0.55	-1.5	-1.2	1330	x	x	6.5	1.6	11	i	0.6	7%	-0.39	1573
CCCCn1c(SCC(=O)c2ccccc2)nc2ccsc2c1=O	i	50	1.1	0.71	-0.25	0.38	0.044	-4.8	614	1	639	2.5	3.2	7.1	i	0.5	3%	-1.4	1216
COc1nc(-c2ccccc2)cc(-c2ccc(OC)c(OC)c2)n1	i	33	1	-1.3	-0.29	-0.31	0.14	-0.4	931	-1	784	1.3	0.0	23	i	12	4%	0.42	1364
N/C(=N\OC(=O)CC1CCCCC1)c1ccncc1	i	62	1.1	3.4	0.091	2.6	-2.1	1.1	977	3	755	2.0	3.3	17	i	0.1	5%	-0.31	1665

Screens as filed in PubChem BioAssay.
